Screens as filed in PubChem BioAssay.
GLD-1 RNA inh = GLD-1-TGE RNA interaction inhibition (C. elegans). purified GLD-1 + fluorescein TGE RNA, fluorescence polarization. inhibition, % at 5.96 µM. 320,000 compounds, 0.44% hits. AID 2280;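 active means percent inhibition above a per-plate cutoff, the plate mean of test compounds plus 3 SD, cut at about 30% in these data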;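 further: 0% = DMSO wells with GLD-1 and probe and 100% = wells lacking GLD-1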
PAD4 FP inh = PAD4 (human) enzyme inhibition; Q9UM07; 330,000 compounds, 0.41% hits; inhibition, % at 6.36 µM; recombinant PAD4, RCA probe fluorescence polarization; AID 485272;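 active means percent inhibition above a cutoff equal to the mean of all tested compounds plus 3 SD, cut at about 15% in these data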;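 further: 0% = PAD4 with RCA probe and DMSO and 100% = probe without PAD4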
Target sequence (Q9UM07 whole entry, looked up): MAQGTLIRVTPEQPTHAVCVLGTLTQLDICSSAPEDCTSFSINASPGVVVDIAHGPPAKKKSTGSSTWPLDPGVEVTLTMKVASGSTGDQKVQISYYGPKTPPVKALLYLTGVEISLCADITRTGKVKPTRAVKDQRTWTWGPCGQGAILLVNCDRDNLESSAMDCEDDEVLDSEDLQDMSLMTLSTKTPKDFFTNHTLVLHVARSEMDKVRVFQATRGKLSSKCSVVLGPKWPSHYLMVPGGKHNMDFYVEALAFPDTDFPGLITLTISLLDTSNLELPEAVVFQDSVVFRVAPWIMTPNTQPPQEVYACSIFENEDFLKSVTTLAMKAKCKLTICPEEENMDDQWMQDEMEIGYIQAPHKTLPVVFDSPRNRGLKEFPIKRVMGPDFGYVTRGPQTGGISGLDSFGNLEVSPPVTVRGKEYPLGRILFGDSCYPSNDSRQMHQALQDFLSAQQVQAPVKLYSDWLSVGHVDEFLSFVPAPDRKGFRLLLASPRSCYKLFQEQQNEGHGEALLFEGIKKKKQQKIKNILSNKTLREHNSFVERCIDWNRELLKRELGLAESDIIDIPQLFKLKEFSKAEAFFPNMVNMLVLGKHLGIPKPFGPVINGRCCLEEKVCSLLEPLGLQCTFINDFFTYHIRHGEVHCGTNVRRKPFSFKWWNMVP
GSTO1 counter = blocks human GSTO1 in RBBP9 counter-screen | recombinant GSTO1, activity-based probe fluorescence polarization | 300,000 compounds, 1.1% hits | inhibition, % at 5.96 µM | AID 1974;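 active means inhibition above the campaign mean inhibition plus 3 SD, cut at about 35% in these data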;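 further: 0% = GSTO1-1 with DMSO and 100% = wells lacking GSTO1-1 enzyme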
MEX-5 binding = C. elegans MEX-5 TCR-2 RNA binding activity; MEX-5/FITC-TCR2 RNA binding, fluorescence polarization; active compounds read low; Q9XUB2; activity score (negative = inhibition of binding), % at 10 µM; 300,000 compounds, 0.38% hits;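 active means inhibition past about -25% in most replicates, and total fluorescence under double the plate's negative control median, limit read from the data; inconclusive means replicates evenly split on the limit, or fluorescence at least double controls; inactive means too little inhibition in most replicates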;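 further: 0% = DMSO and -100% = 5 µM competing unlabeled TCR2 RNA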
Fam108B inh = Fam108B inhibition, counter-screen for RBBP9 inhibitors; inhibition, % at 9.51 µM; recombinant Fam108B, FP-Rh probe fluorescence polarization; AID 1947; 300,000 compounds, 0.33% hits;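 active means inhibition above the screen mean inhibition plus 3 SD, computed separately per campaign, cut at about 18% in these data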;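 further: inhibitors lower polarization as less probe binds the enzyme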
PME-1 primary = blocks human protein phosphatase methylesterase 1; Q9Y570; recombinant PME-1, FP-Rh probe fluorescence polarization; inhibition, % at 5.9 µM; 320,000 compounds, 0.53% hits; AID 2130;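 active means inhibition above the campaign mean of all compounds plus 3 SD, cut at about 26% in these data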;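 further: competitive labeling of PME-1 active site by serine hydrolase directed probe; 0% = PME-1 with DMSO and 100% = wells lacking PME-1 enzyme; inhibitors block probe labeling so polarization falls and inhibition rises; many of its hits are not listed in these tables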
MCL1 BIM primary = MCL1-BIM-BH3 interaction inhibition (human); GST-MCL1 / FITC-Bim-BH3 fluorescence polarization; AID 2057; 320,000 compounds, 0.68% hits; inhibition, % at 10.9 µM; Q07820;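 active means inhibition above the mean inhibition of all tested compounds plus 3 SD, set per campaign, cut at about 40% in these data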;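 further: 0% = DMSO wells and 100% = unlabeled Bim-BH3 peptide control; higher means more loss of mP so more displacement of Bim peptide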
Target sequence (Q07820 whole entry, looked up): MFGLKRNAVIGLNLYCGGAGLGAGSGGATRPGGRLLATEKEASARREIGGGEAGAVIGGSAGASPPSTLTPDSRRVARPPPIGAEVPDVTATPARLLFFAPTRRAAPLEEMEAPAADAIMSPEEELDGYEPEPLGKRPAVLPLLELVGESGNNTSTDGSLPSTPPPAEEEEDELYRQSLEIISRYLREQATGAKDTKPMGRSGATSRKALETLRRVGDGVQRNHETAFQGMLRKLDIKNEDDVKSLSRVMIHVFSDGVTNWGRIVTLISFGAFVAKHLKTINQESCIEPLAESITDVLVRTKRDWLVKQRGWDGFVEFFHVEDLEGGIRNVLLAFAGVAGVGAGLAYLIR
Bcl-xL primary = Bcl-xL (human) inhibition; Q07817; GST-Bcl-xL / FITC-Bim BH3 peptide fluorescence polarization; inhibition, % at 10.9 µM; 320,000 compounds, 0.7% hits; AID 2129;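 active means inhibition above the mean of all tested compounds plus 3 SD, cutoff set per campaign, cut at about 30% in these data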;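 further: 0% = DMSO wells and 100% = unlabeled Bim-BH3 peptide competitor; inhibitors lower millipolarization by displacing the labeled peptide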
TPT1 inh = C. albicans TPT1 enzyme inhibition | recombinant caTPT1, FP RNA substrate dephosphorylation | inhibition, % at 5 µM | 300,000 compounds, 0.81% hits | AID 1962;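 active means inhibition above the mean of all tested compounds plus 3 SD, set per screening campaign, cut at about 24% in these data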;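 further: plate controls were DMSO alone for no effect and ferristatin control at 100 nM for full effect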
An asterisk follows results filed as active; i = inactive; ? = inconclusive; . = not tested or not shown; & = joins results of further samples. The list is partial (hit frequency here may not be typical).

Below each SMILES – PAD4 FP inh	MCL1 BIM primary	GLD-1 RNA inh	GSTO1 counter	PME-1 primary	MEX-5 binding	TPT1 inh	Bcl-xL primary	Fam108B inh
1	OCCSc1nncn1/N=C/c1c[nH]c2ccccc12
    5	5	8	1	2	-1.1	-1	7	4
2	O=C(CCNS(=O)(=O)c1ccccc1)N1CCN(c2ccccc2)CC1
    -2	3	6	3	1	0.1	0	7	1
3	COc1cc(NC(=O)C2CCCCC2)c2ncccc2c1
    -5	6	-10	12	-3	1.7	-3	5	0
4	Cc1cc(C)c(C(=O)Nc2ccccc2)c(CC(C)(C)C(=O)O)c1
    0	0	1	4	1	.	2	-1	-1
5	COc1ccccc1NC(=O)N1CCc2[nH]c3ccc(Cl)cc3c2C1
    -2	11	9	-12	10	0.6	0	17	5
6	C[C@H]1Oc2ccccc2C(=O)C1C(=O)c1ccccc1 (stereo partly drawn)
    3	2	11	11	2	-1.9	-4	3	5
7	CCN(CC(=O)N1CCCC1)S(=O)(=O)c1ccc2ccccc2c1
    -1	9	-1	0	4	1.0	0	5	1
8	Cc1[nH]nc2c1C(CCc1ccccc1)C(C#N)=C(N)O2 (stereo not drawn)
    -4	0	1	0	0	3.0	2	6	-3
9	O=C(NCc1cccnc1)C1CC(=O)N(c2ccc(Cl)cc2)C1 (stereo not drawn)
    -3	6	8	10	1	-0.2	-4	6	1
10	Cc1cccc(-n2c(SCC(N)=O)nc3c(c2=O)C2(CCCCC2)Cc2ccccc2-3)c1
    0	-2	-1	-8	0	-1.4	2	4	-2
11	Nc1nnc(SCCCC(=O)c2ccc(Br)cc2)s1
    -7	-2	-7	2	-2	0.8	-1	-2	-4
12	Cc1ccc(CN(C)C(=O)c2c(C)nn(-c3ccccc3)c2C)cc1
    -2	6	-7	-1	0	-1.4	1	3	-2
13	CC(=O)Cc1nsc(NC(=O)c2ccc(COc3ccccc3)o2)n1
    -1	9	-3	-4	-4	-0.4	5	6	3
14	CCC1=NC(c2ccc(Br)cc2)N(O)C1(C)C (stereo not drawn)
    2	-2	1	2	0	2.2	-3	-4	-4
15	CN(C)S(=O)(=O)c1ccc(C(=O)NCCC(=O)N2CCCC2)cc1
    -4	-12	-8	2	0	-0.6	-1	-8	-6
16	CCc1cccc2c(C(=O)CSc3nnc(C4CC4)o3)c[nH]c12
    -4	6	6	.	-5	.	.	1	.
17	CCOC(=O)c1ccc2c(c1)N(C)C(=O)c1ccccc1S2
    0	-21	-10	8	5	0.9	-2	-17	0
18	Cc1c(Cl)cccc1NC(=O)Nc1ccccc1C(N)=O
    -10	-2	1	-1	-10	1.2	2	3	-3
19	CCCCCCCC(=O)NNC(=O)c1c(O)c2ccccc2[nH]c1=O
    -3	8	7	1	1	-2.1	-1	7	3
20	O=C(Nc1ccc(S(=O)(=O)Nc2ccccc2)cc1)C1COc2ccccc2O1 (stereo not drawn)
    -5	1	3	-8	-3	-0.6	0	2	-8
21	CCN1C(=O)C(F)(CC)C(=O)c2ccccc21 (stereo not drawn)
    4	7	3	0	8	-0.8	-3	6	-3
22	Cc1nc2c3ccccc3nc(NNC(=O)CCC(=O)N3CCN(c4ccc(F)cc4)CC3)n2n1
    2	3	1	2	-5	-13	-5	4	5
23	CC(C)CN(C(=O)CCc1ccccc1Cl)c1c(N)n(Cc2ccccc2)c(=O)[nH]c1=O
    1	0	7	0	1	0.9	-3	0	-2
24	COc1ccccc1Oc1nc2ccccn2c(=O)c1/C=C(\C#N)C(=O)Nc1c(C)n(C)n(-c2ccccc2)c1=O
    -2	6	1	6	-2	-2.5	4	9	5
25	Cc1cc(C(=O)N2CCCC(CO)(Cc3ccc(F)cc3)C2)c(C)o1 (stereo not drawn)
    0	-1	7	0	-3	3.9	2	4	-3
26	Cc1nc2c3cc(F)ccc3n(Cc3ccc(F)cc3)c2s1
    4	6	0	-9	-3	0.3	1	2	1
27	Cc1cc(C(=O)OCC(=O)NCc2ccccc2Cl)c(C)o1
    -2	-10	5	3	2	-1.7	5	1	3
28	Cc1cc2ccccc2n1CCNC(=O)C(C)C
    3	84*	96*	0	-2	0.2	-20	76*	2
29	Cc1cc(C(=O)NCCC2=CCCCC2)c(C)o1
    2	5	7	8	-1	-0.7	3	6	1
30	CN1CCN(CC(=O)N2c3ccccc3Sc3ccccc32)CC1
    5	-2	-1	2	-1	1.8	-4	3	-3
31	Cn1c(=O)c(=O)n(C)c2cc(S(=O)(=O)NCCc3ccccc3)ccc21
    0	2	4	23	0	0.6	1	1	-2
32	CCn1cc(C(=O)O)c(=O)c2cnc(N3CCN(C(=S)NC(=O)c4ccc(OC)cc4)CC3)nc21
    -3	0	6	0	-2	-1.7	-2	2	-1
33	O=C(NCc1ccc(Cl)cc1)C(=O)NCC1OCCCN1S(=O)(=O)c1cccs1 (stereo not drawn)
    -3	-8	-5	-5	3	1.7	1	-5	-5
34	CCOc1ccc2nc(Nc3nc(CSc4nnnn4-c4ccccc4)cc(=O)[nH]3)nc(C)c2c1
    -4	-7	3	-4	-2	-1.1	2	-2	3
35	COc1ccc(-c2c3c(=O)n(C)c(=O)n(C)c3cn2C2CCCCC2)cc1
    2	-16	2	-1	2	-0.4	1	-13	3
36	Cc1ccc(NC(=S)N(CCN(C)C)Cc2cccs2)cc1
    -4	5	0	7	2	0.2	-1	2	0
37	CCN(c1ccc(NC(=O)c2cccc(S(=O)(=O)N3CCN(C)CC3)c2)cc1)C(C)C
    2	-7	4	4	3	-0.1	-1	5	0
38	COc1ccc(CCNC(=S)N2CCN(S(=O)(=O)c3ccc(Cl)cc3)CC2)cc1
    3	1	-1	3	1	2.3	-1	3	1
39	C#CC(C)(C)NC(=O)c1ccccc1OC
    1	1	8	3	-2	1.0	-2	5	1
40	COc1ccc(S(=O)(=O)N(C)CC(=O)NC2CCCC2)cc1Cl
    -1	5	4	-7	-9	-0.8	4	1	-6
41	CC(=O)NS(=O)(=O)c1ccc(NC(=O)c2cccc(OCc3c(C)noc3C)c2)cc1
    -6	-3	2	.	-2	.	.	2	.
42	O=C(Cc1cccc2ccccc12)N/N=C/c1ccncc1
    3	8	4	6	4	0.7	2	1	4
43	COc1ccccc1C1OC(c2cccc([N+](=O)[O-])c2)=NN1C(C)=O (stereo not drawn)
    -1	-1	-3	-2	0	1.1	-5	5	2
44	CN1CCCc2cc3c(C(F)(F)F)cc(=O)oc3nc21
    4	168*	125*	-3	5	?	-52	155*	-1
45	Cc1ccc(OCC(=O)Nc2cc(-c3nn4c(C)nnc4s3)ccc2C)cc1
    -3	3	-5	-3	3	-3.1	-1	3	-2
46	CC(NC(=O)NC1CCCCC1)C(c1cccs1)N1CCN(Cc2ccccc2)CC1 (stereo not drawn)
    2	5	4	-2	0	1.8	0	6	-3
47	COc1cc(CN2CCC(CO)(CCOc3ccccc3)CC2)cc(OC)c1OC
    -4	7	6	4	0	1.6	1	6	1
48	CC1CCCC(C)N1C(=O)COC(=O)C1CCN(S(=O)(=O)c2ccc3c(c2)OCCO3)CC1 (stereo not drawn)
    7	-1	5	0	7	-1.4	3	5	4
49	OC(COc1cccc(OCC(O)CN2CCOCC2)c1)CN1CCOCC1 (stereo not drawn)
    -3&-2	1&0	0&-5	2&0	-4&2	-2.0&-0.2	0&-1	3&1	4&1
50	COc1ccnc(Oc2ccccc2)n1
    -4	12	8	4	-5	2.3	1	5	-3

(more compounds)
Below each SMILES – PAD4 FP inh	MCL1 BIM primary	GLD-1 RNA inh	GSTO1 counter	PME-1 primary	MEX-5 binding	TPT1 inh	Bcl-xL primary	Fam108B inh
51	C1CC1Cc1noc(CN2CCN(CC3CC3)CC2)n1
    2	3	-2	0	1	-0.1	0	4	-7
52	COc1cc(C(=S)N2CCOCC2)cc(OC)c1OC(=O)c1ccc([N+](=O)[O-])cc1[N+](=O)[O-]
    1	8	i	2	-7	-2.7	0	4	2
53	Cc1cc(NC(=O)CSc2ccc3ccccc3c2)no1
    -2	13	-3	-3	-2	0.5	0	2	0
54	O=C(Nc1ccc(S(=O)(=O)Nc2ncccn2)cc1)c1ccc(F)c(S(=O)(=O)N2CCOCC2)c1
    2	-12	-4	-10	-3	-2.8	8	-4	-3
55	Cn1c(N)c(C(=O)CSc2nnc(Cc3cccs3)n2C2CC2)c(=O)n(C)c1=O
    2	-6	1	.	-2	.	.	-5	.
56	CCOCCn1c(CN(C)Cc2ccccc2)nc2c1c(=O)n(C)c(=O)n2C
    -3	5	-3	3	2	-0.4	-2	9	-2
57	COc1ccc(S(=O)(=O)N2CCC(C(=O)Nc3ccc(F)cc3)CC2)c2cccnc12
    -2	-7	1	3	0	2.7	-8	-1	-2

Some of the entries so far, with bars between the fields:
# | structure | PAD4 FP inh | MCL1 BIM primary | GLD-1 RNA inh | GSTO1 counter | PME-1 primary | MEX-5 binding | TPT1 inh | Bcl-xL primary | Fam108B inh
43 | COc1ccccc1C1OC(c2cccc([N+](=O)[O-])c2)=NN1C(C)=O (stereo not drawn) | -1 | -1 | -3 | -2 | 0 | 1.1 | -5 | 5 | 2
44 | CN1CCCc2cc3c(C(F)(F)F)cc(=O)oc3nc21 | 4 | 168* | 125* | -3 | 5 | ? | -52 | 155* | -1
45 | Cc1ccc(OCC(=O)Nc2cc(-c3nn4c(C)nnc4s3)ccc2C)cc1 | -3 | 3 | -5 | -3 | 3 | -3.1 | -1 | 3 | -2
46 | CC(NC(=O)NC1CCCCC1)C(c1cccs1)N1CCN(Cc2ccccc2)CC1 (stereo not drawn) | 2 | 5 | 4 | -2 | 0 | 1.8 | 0 | 6 | -3
47 | COc1cc(CN2CCC(CO)(CCOc3ccccc3)CC2)cc(OC)c1OC | -4 | 7 | 6 | 4 | 0 | 1.6 | 1 | 6 | 1
48 | CC1CCCC(C)N1C(=O)COC(=O)C1CCN(S(=O)(=O)c2ccc3c(c2)OCCO3)CC1 (stereo not drawn) | 7 | -1 | 5 | 0 | 7 | -1.4 | 3 | 5 | 4
49 | OC(COc1cccc(OCC(O)CN2CCOCC2)c1)CN1CCOCC1 (stereo not drawn) | -3&-2 | 1&0 | 0&-5 | 2&0 | -4&2 | -2.0&-0.2 | 0&-1 | 3&1 | 4&1
50 | COc1ccnc(Oc2ccccc2)n1 | -4 | 12 | 8 | 4 | -5 | 2.3 | 1 | 5 | -3
51 | C1CC1Cc1noc(CN2CCN(CC3CC3)CC2)n1 | 2 | 3 | -2 | 0 | 1 | -0.1 | 0 | 4 | -7
52 | COc1cc(C(=S)N2CCOCC2)cc(OC)c1OC(=O)c1ccc([N+](=O)[O-])cc1[N+](=O)[O-] | 1 | 8 | i | 2 | -7 | -2.7 | 0 | 4 | 2
53 | Cc1cc(NC(=O)CSc2ccc3ccccc3c2)no1 | -2 | 13 | -3 | -3 | -2 | 0.5 | 0 | 2 | 0
54 | O=C(Nc1ccc(S(=O)(=O)Nc2ncccn2)cc1)c1ccc(F)c(S(=O)(=O)N2CCOCC2)c1 | 2 | -12 | -4 | -10 | -3 | -2.8 | 8 | -4 | -3
